Bioassay records deposited in PubChem BioAssay by National Center for Advancing Translational Sciences (NCATS).
KB-V1 cytotox: qHTS assay for MDR1-selective chemotherapeutics: Primary screen using the drug-selected MDR subline cells KB-V1; KB-V1 MDR cells viability, CellTiter-Glo, 72 h; Potency, µM (doses to about 46.1 µM), for the others: top-dose activity change, negative = cytotoxicity, usual class: cytotoxic; 400,000 compounds, 3.4% hits; note: potency is the fitted concentration of half-maximal effect; % is set by controls: 0 for no effect and ±100 for the full control effect; nearly all actives have a fitted effect of over 60% in size
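qHTS viability screen in drug-selected KB-V1 MDR cells: 72 h compound treatment at 37 degrees C, ATP luminescence end point.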
HT1080-NT tox: qHTS for induction of synthetic lethality in tumor cells producing 2HG: qHTS for the HT-1080-NT fibrosarcoma cell line | HT-1080-NT fibrosarcoma viability, CellTiter-Glo ATP luminescence, 48 h | Potency, µM (series often up to 46.1 µM), without a hit: top-dose activity, negative = less viability, most hits filed as cytotoxic | 360,000 compounds, 1.6% hits;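 note: NT is the 2HG producing partner of a matched IDH1 knockdown line; potency is the fitted concentration of half-maximal effect; 0% = DMSO-treated cells and -100% = media-only wells without cells; nearly all actives have a fitted effect of over 55% in size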
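Viability of the 2HG-overproducing fibrosarcoma line after 48 hours of compound exposure at 37 degrees C was determined by luminescence with CellTiter-Glo, and concentration-effect curves were then fitted and categorized.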
HEK293 tox: qHTS of GLP-1 Receptor Inverse Agonists: Cytotox Screen; HEK293 cAMP-luciferase reporter cells, luminescence, 24 h; Potency, µM (highest dose often 38.3 µM), for the others: top-dose activity change, negative = inhibition, hits mostly inhibitors; 410,000 compounds, 0.13% hits; AID 624418, 2012;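 note: loss of luciferase light is scored as toxicity; potency is the fitted concentration of half-maximal effect; % is set by controls: 0 for no effect and ±100 for the full control effect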
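MLSMR compounds, 24 hr on cells at 37 deg C/5% CO2; luminescence after luciferase reagent (12 min RT). Inhibition counted as the undesired cytotoxic outcome.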
IL-1B inflam inh: qHTS for Inhibitors of Inflammasome Signaling: IL-1-beta AlphaLISA Primary Screen. THP-1 LPS/ATP IL-1B secretion, AlphaLISA, 16 h; active compounds read low. activity change, % at 57.5 µM. 360,000 compounds, 4.7% hits. AID 743279, 2014; in the data active = activity change below about -50%; inconclusive = mostly about -30% to -49%; note: % is set by controls: 0 for no effect and ±100 for the full control effect
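THP-1 cells pretreated 1 hr with compounds (up to 57.5 uM final), then stimulated with LPS (250 ng/mL final) plus ATP (1.25 mM final); secreted IL-1B measured by AlphaLISA after 16 hr, decreased signal indicating inhibition.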
D3 ag: qHTS of D3 Dopamine Receptor Agonist: qHTS | D(3) dopamine receptor (Homo sapiens), P35462 | D3R DiscoveRx beta-arrestin cells, luminescence, 90 min | max activation, % | 410,000 compounds, 0.58% hits | AID 652048, 2013; in the data active = max activation above about 30%; note: 0% is about no effect; mostly tested at two doses, the higher about 12 µM
Target sequence (P35462 whole entry, looked up): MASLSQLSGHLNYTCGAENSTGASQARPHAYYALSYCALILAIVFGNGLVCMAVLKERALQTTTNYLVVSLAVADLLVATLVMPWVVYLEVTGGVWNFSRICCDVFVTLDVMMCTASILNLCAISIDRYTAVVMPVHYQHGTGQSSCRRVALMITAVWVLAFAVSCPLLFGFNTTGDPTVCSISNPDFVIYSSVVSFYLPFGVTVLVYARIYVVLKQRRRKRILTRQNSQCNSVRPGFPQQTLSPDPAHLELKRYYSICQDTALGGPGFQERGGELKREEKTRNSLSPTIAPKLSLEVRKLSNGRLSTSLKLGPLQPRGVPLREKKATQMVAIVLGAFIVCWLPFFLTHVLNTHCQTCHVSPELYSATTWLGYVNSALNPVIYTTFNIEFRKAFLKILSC
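Agonist mode: compounds and dopamine controls were applied to plated cells for 90 min at 37 degrees C after an overnight attachment at 1500 cells/well. Luminescent read-out followed 30 - 60 minutes at room temperature with DiscoveRx detection reagent.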
HT1080 IDH1KD tx: qHTS for induction of synthetic lethality in tumor cells producing 2HG: qHTS for the HT-1080-IDH1KD cell line; HT-1080 IDH1 knockdown viability, ATP luminescence, 48 h; Potency, µM (highest dose often 46.1 µM), inactives show at the highest dose activity, negative = toxicity, usual class: cytotoxic; AID 686971, 2013; 360,000 compounds, 2% hits;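 note: potency is the fitted concentration of half-maximal effect; 0% = DMSO wells and -100% = cell-free medium wells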
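Viability of IDH1-knockdown HT-1080 fibrosarcoma cells was assessed by CellTiter-Glo after 48 h at 37 °C with titrated compound; concentration-effect curves were classified by fit quality and response size.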
MCF10A rereplic: A quantitative high throughput screen for small molecules that induce DNA re-replication in MCF 10a normal breast cells | MCF 10A DNA re-replication, Hoechst nuclear intensity, 48 h | Potency, µM (top dose mostly 46.1 µM), inactives show top-dose activity, positive = re-replication, hits mostly activators | 350,000 compounds, 2.9% hits; note: potency is the fitted concentration of half-maximal effect; % of control where 0% means no effect; nearly all actives have a fitted effect of over 50% in size
KB-3-1 tox: qHTS assay for MDR1-selective chemotherapeutics: Primary screen using the parental adenocarcinoma cell KB-3-1. KB-3-1 viability, CellTiter-Glo ATP luminescence, 72 h. Potency, µM (doses to about 46.1 µM), inactives show at the highest dose activity change, negative = cytotoxic, hits mostly cytotoxic. 400,000 compounds, 1.4% hits; note: potency is the fitted concentration of half-maximal effect; % is set by controls: 0 for no effect and ±100 for the full control effect; nearly all actives have a fitted effect of over 60% in size
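Multi-concentration cytotoxicity screen in KB-3-1 cells grown in DMEM lacking phenol red with 10% FBS. After 72 h at 37 °C with compound, ATP-dependent luminescence was recorded.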
SW480 rereplic: A quantitative high throughput screen for small molecules that induce DNA re-replication in SW480 colon adenocarcinoma cells. 340,000 compounds, 1.8% hits. SW480 DNA re-replication, Hoechst DNA content imaging, 48 h. AID 624297, 2012. Potency, µM (titrated, usually from 46.1 µM), for inactives: at the highest dose re-replication activation, most hits filed as activators; note: potency is the fitted concentration of half-maximal effect; % of control where 0% means no effect; nearly all actives have a fitted effect of over 55% in size
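Compounds, transferred as 23 nL by pin tool, were incubated with cells for 48 hr; DNA content per nucleus was then quantified by Hoechst staining and fluorescence plate imaging.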
Starred values were filed as active, the others as inactive; ? = inconclusive; nt = no result given; [ ] = another dose, or the depositor's remark. Unless noted, calls come from the whole dose curve; as a rule, active = well fitted curve in the direction sought with a large enough effect; inconclusive = small, poorly fitted or top-dose-only effect, or another doubt; inactive = no such curve, though single readings can be large; an effect the other way counts as inactive or inconclusive.

Order of results: KB-V1 cytotox	HT1080-NT tox	HEK293 tox	IL-1B inflam inh	D3 ag	HT1080 IDH1KD tx	MCF10A rereplic	KB-3-1 tox	SW480 rereplic
- COc1cc(/C=C2/C(=N)N3C(=NC2=O)SN=C3S(C)(=O)=O)ccc1OS(=O)(=O)c1ccc(C)cc1
 : -20%	-26%	-7%	-4	0	?	?	-8%	?
- Cc1c(NC(=O)CSC(=S)N2CCCC2)c(=O)n(-c2ccccc2)n1C
 : 10%	-4%	11%	9	-11	-7%	2%	-3%	-1%
- O=C(NCC1CCN(Cc2ccccc2F)CC1)C1CCCN(c2ncnc3c2nc2n3CCCCC2)C1 (stereo not drawn)
 : -18%	-15%	-7%	?	-11	-4%	12%	-11%	9%
- CC1=C([N+](=O)[O-])C(c2ccccc2)C2=C(N1)c1ccccc1C2=O (stereo not drawn)
 : 4.6µM*	?	0%	-6	-9	?	?	0.82µM*	?
- CN(C)c1ccc(C=Cc2ccnc3ccccc23)cc1N
 : -26%	23µM*	70%[activator]	-1	-2	?	nt	?	nt
- CC(C)OCCCn1c(SCC(=O)Nc2ccc(F)cc2)nc2c(sc3ccccc32)c1=O
 : 1%	nt	-7%	nt	-24	nt	nt	-6%	nt
- COc1ccc(S(=O)(=O)N2CCC3(CC2)CC(=O)c2ccccc2O3)cc1C
 : -24%	5%	14%	17	-4	6%	-4%	-6%	4%
- CCc1ccc(NC(=S)N(CCC(C)C)C2CCN(C(C)=O)CC2)cc1
 : 7%	4%	10%	-5	-4	1%	9%	0%	13%
- CC(C)CNC(=O)N1[C@H](c2cccs2)[C@@H](C)C(=O)[C@@H](C)[C@@H]1c1cccs1
 : -12%	nt	-10%	nt	-9	nt	nt	-1%	nt
- N#Cc1ccc2ccn(CC(=O)NC3CCCCCC3)c2c1
 : -26%	4%	-1%	-28	0	0%	4%	8%	-4%
- CC(=O)N1CCc2cc(S(=O)(=O)CCC(=O)N3CCc4ccccc4C3)ccc21
 : -11%	-4%	4%	34	-9	-3%	5%	17%	12%
- CN(C)c1ccc(C(CC(=O)c2ccccc2)C2CCCCC2=O)cc1 (stereo not drawn)
 : -5%	16%	11%	-7	2	9%	12%	1%	-3%
- CC1CN(C(=O)CSc2nnc(-c3ccncc3)n2-c2ccccc2)CC(C)O1 (stereo not drawn)
 : -5%	9%	3%	4	0	?	-20%	-8%	-3%
- Cc1sc2nc(CSc3ccc([N+](=O)[O-])c(C(F)(F)F)c3)[nH]c(=O)c2c1C
 : ?	-28%	78%[activator]	15	15	?	?	?	13%
- CNC[C@H]1Oc2c(NC(=O)C3CC3)cccc2C(=O)N([C@H](C)CO)C[C@@H]1C
 : 8%	2%	-6%	4	10	0%	-4%	13%	10%[9.22 µM]

10 successive compounds already listed, quoted:
Order of results: KB-V1 cytotox	HT1080-NT tox	HEK293 tox	IL-1B inflam inh	D3 ag	HT1080 IDH1KD tx	MCF10A rereplic	KB-3-1 tox	SW480 rereplic
- CC(C)OCCCn1c(SCC(=O)Nc2ccc(F)cc2)nc2c(sc3ccccc32)c1=O
 : 1%	nt	-7%	nt	-24	nt	nt	-6%	nt
- COc1ccc(S(=O)(=O)N2CCC3(CC2)CC(=O)c2ccccc2O3)cc1C
 : -24%	5%	14%	17	-4	6%	-4%	-6%	4%
- CCc1ccc(NC(=S)N(CCC(C)C)C2CCN(C(C)=O)CC2)cc1
 : 7%	4%	10%	-5	-4	1%	9%	0%	13%
- CC(C)CNC(=O)N1[C@H](c2cccs2)[C@@H](C)C(=O)[C@@H](C)[C@@H]1c1cccs1
 : -12%	nt	-10%	nt	-9	nt	nt	-1%	nt
- N#Cc1ccc2ccn(CC(=O)NC3CCCCCC3)c2c1
 : -26%	4%	-1%	-28	0	0%	4%	8%	-4%
- CC(=O)N1CCc2cc(S(=O)(=O)CCC(=O)N3CCc4ccccc4C3)ccc21
 : -11%	-4%	4%	34	-9	-3%	5%	17%	12%
- CN(C)c1ccc(C(CC(=O)c2ccccc2)C2CCCCC2=O)cc1 (stereo not drawn)
 : -5%	16%	11%	-7	2	9%	12%	1%	-3%
- CC1CN(C(=O)CSc2nnc(-c3ccncc3)n2-c2ccccc2)CC(C)O1 (stereo not drawn)
 : -5%	9%	3%	4	0	?	-20%	-8%	-3%
- Cc1sc2nc(CSc3ccc([N+](=O)[O-])c(C(F)(F)F)c3)[nH]c(=O)c2c1C
 : ?	-28%	78%[activator]	15	15	?	?	?	13%
- CNC[C@H]1Oc2c(NC(=O)C3CC3)cccc2C(=O)N([C@H](C)CO)C[C@@H]1C
 : 8%	2%	-6%	4	10	0%	-4%	13%	10%[9.22 µM]

More compounds follow.
Order of results: KB-V1 cytotox	HT1080-NT tox	HEK293 tox	IL-1B inflam inh	D3 ag	HT1080 IDH1KD tx	MCF10A rereplic	KB-3-1 tox	SW480 rereplic
- CCC(C)NC(=O)CSc1ccc(S(=O)(=O)N(C)C2CCCCC2)cn1 (stereo not drawn)
 : 12µM*	4%	-20%	17	10	9%	8%	-21%	-3%
- CC(=O)C1=C(C)NC(=O)NC1c1cc(Br)ccc1OCC#N (stereo not drawn)
 : 23%	-3%	65%[activator]	12	2	-4%	-1%	14%	-5%
- Cc1cccc(NC(=O)c2nnn(-c3cccc(C(F)(F)F)c3)c2N)c1
 : -8%	-25%	0%	-2	0	-18%	-4%	2%	-2%
- COc1cc2sc(-c3ccccc3OC)c(-c3ccc(OCCN4CCCCC4)cc3)c2cc1OC
 : ?	?	-29%	-4	-20	?	?	?	-4%
- CCOCCOC(=O)c1ccc(NC(=O)/C=C/c2ccc(OC)c(OC)c2)cc1
 : 10%	nt	14%	nt	-10	nt	nt	8%	nt
- CCC1(c2ccccc2)NC(=S)N(c2ccc(C)c(C)c2)N1 (stereo not drawn)
 : -6%	19%	3%	25	5	22%	-2%	1%	-6%
- Cc1ccc(NCc2nnc(SCC(=O)OC3CCCCC3)o2)c(C)c1
 : 1%	1%	-5%	15	-2	-7%	0%	3%	-3%
- Brc1ccc(C2=Nn3c(nnc3-c3n[nH]c4c3CCC4)SC2)cc1
 : 1.2µM*	1.2µM*	13%	-16	-7	0.65µM*	?	0.33µM*	?
- CCCCNC(=S)NC1CCCC1
 : 0%	4%	?	6	-3	17%	-7%	3%	-3%
- c1ccc(Sc2cnc3ccccc3n2)cc1
 : 16%	-6%	52%[activator]	-2	-1	-1%	18%	-11%	8%
- COc1ccc(NC(=O)CSc2nc3c([nH]c4ccccc43)c(=O)n2C)c(OC)c1
 : -3%	-1%	0%	8	11	-1%	2%	19%	11%
- O=C(NCC(=O)N1CCCC(C(F)(F)F)C1)c1ccco1 (stereo not drawn)
 : 0%	5%	-19%	20	0	6%	1%	-2%	-1%
